Platelet DG rel: inhibitors of platelet dense granule secretion, primary screen, cell-based, MLPCN, human platelets | human platelet-rich plasma, SFLLRN dense granule ATP release, luminescence | inhibition, %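 (compounds screened at 7.5 µM in platelet-rich plasma)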 | 0.22% of 300,000 active;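 active means mean replicate score, as percent of positive control, at or above 50; inconclusive means mean below 50 but at least one replicate at or above 50; inactive means mean and every replicate below 50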
aSyn UTR inh: MLPCN primary screen, SNCA 5' untranslated region; AID 1813, 2009; inhibition, % (tested at 7.5 µM); alpha-synuclein 5'UTR reporter, inhibitor activity; 0.82% of 300,000 active; in the data active means inhibition above about 60%; inconclusive means no clear call, values can overlap the other calls;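 further: H4 neuroglioblastoma cells stably carrying SNCA 5'UTR luciferase fusion; 0% = DMSO wells and 100% = positive control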
KLF5 inhibitor: KLF5 expression inhibitors, primary screen, DLD-1 cells, luminescence | 0.23% of 290,000 active | AID 1700, 2009 | inhibition, % at 5 µM | DLD-1 KLF5 promoter-luciferase reporter;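 active means inhibition above a per-plate limit of that plate's mean compound inhibition plus 3 SD, cut at about 60% in these data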;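 further: 0% = DMSO wells and 100% = LY294002 at 200 µM; higher means less KLF5 promoter-driven luciferase light; inactives centre near -14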
AI-2 QS mod: Vibrio harveyi AI-2 quorum sensing modulators, primary screen, JMH597 strain, luminescence/OD600 ratio. Vibrio harveyi JMH597 AI-2 luminescence/OD600 ratio, 9 h; hits give low values; strain lacks LuxN and CqsS sensors; 0 = neutral-control median. activity change, % at 7.5 µM. 0.4% of 300,000 active; in the data active means activity change below about -75%, passing the limit was not always enough; inconclusive means no clear call, values can overlap the other calls;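 further: luminescence divided by OD600 gain over 9 h not by final OD600 alone; inactives centre near 13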
HIF act: HIF pathway transcriptional activators, primary screen, cell-based, U2OS HRE-luciferase, luminescence; 0.32% of 300,000 active; U2OS HRE-luciferase reporter; normalized: DMSO 0%, desferrioxamine 100%; AID 1910, 2009; activation, % at 7.5 µM (by protocol);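 active means mean activation of at least 10% of the iron chelator positive control signal, with at least half of replicates also reaching 10%; inconclusive means mean and replicate majority disagree about reaching 10%; inactive means mean and most replicates under 10%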
HSF-1 act: HSF-1 activators, primary screen, NIH3T3-HGL cells, MG132 stress, luminescence, single point. NIH3T3-HGL HSF-1 luciferase reporter, 8 h; 100% = twice DMSO control signal. 1.7% of 300,000 active. AID 504408, 2011. activation, % at 9 µM;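 active means mean replicate activation of at least 50% with a set share of replicates each reaching 50%; inconclusive means only one of those two conditions met; inactive means mean below 50% and too few replicates reaching it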;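 further: 0% = median of the neutral control wells and 100% = twice that signal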
HDAC3 inh: HDAC3 deacetylase inhibitors, primary screen, biochemical, fluorescence, cell-free homogeneous; Histone deacetylase 3 (Homo sapiens), O15379; recombinant HDAC3, fluorogenic peptide/trypsin coupled; inhibition, % at 8.3 µM; 0.15% of 320,000 active; AID 2718, 2010; in the data active means inhibition above about 26%, passing the limit was not always enough; inconclusive means no clear call, values can overlap the other calls
Target sequence (O15379 whole entry, looked up): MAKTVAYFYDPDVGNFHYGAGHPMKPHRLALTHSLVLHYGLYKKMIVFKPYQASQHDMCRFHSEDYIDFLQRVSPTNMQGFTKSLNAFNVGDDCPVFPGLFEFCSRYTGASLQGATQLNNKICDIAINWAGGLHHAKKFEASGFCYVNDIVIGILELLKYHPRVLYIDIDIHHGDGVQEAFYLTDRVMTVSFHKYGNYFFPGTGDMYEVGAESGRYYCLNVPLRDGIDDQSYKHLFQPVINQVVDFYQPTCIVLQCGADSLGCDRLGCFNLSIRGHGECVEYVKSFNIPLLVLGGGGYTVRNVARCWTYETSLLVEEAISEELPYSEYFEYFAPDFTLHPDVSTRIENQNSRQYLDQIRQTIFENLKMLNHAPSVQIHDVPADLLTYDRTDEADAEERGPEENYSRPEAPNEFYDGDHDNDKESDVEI
HSF1 inh: HSF1 inhibitors in luciferase reporter cells, primary screen, cell-based, NIH3T3, luminescence | NIH3T3-HGL HSE-luciferase, MG132-induced, luminescence 8 h; hits give low values | 0.77% of 300,000 active | AID 2098, 2009 | activity change, negative = inhibition, % at 7.5 µM (by protocol);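 active means more than half of replicate wells show activity change below -50%, luminescence cut by over half; inconclusive means some wells, but at most half, below -50%; inactive means no replicate well below -50%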;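 further: luciferase reports HSF-1 transcriptional activity via heat shock element; 0% = median of DMSO wells and -100% = zero luminescence signal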
IEC-6 tox: cytotoxicity in IEC-6 intestinal epithelial cells, primary screen, cytotoxicity control for KLF5 inhibitor project, cell-based, luminescence; IEC-6 cytotoxicity, luminescence viability; inhibition, % at 5 µM; 0.78% of 290,000 active; in the data active means inhibition above about 22%;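 further: 0% = plate median of test compound wells and 100% = cytotoxic reference compound wells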
HSP90 refold inh: HSP90 inhibitors, primary screen, cell lysate, luminescence. Heat shock protein HSP 90 (rabbit reticulocyte lysate; luciferase refolding). AID 1789, 2009. 0.91% of 290,000 active. inhibition, % at 5.6 µM. Rabbit reticulocyte lysate, luciferase refolding luminescence, 3 h;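 active means inhibition above the screen-wide mean plus 3 SD, computed separately per campaign, cut at about 16% in these data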;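 further: 0% = DMSO wells and 100% = 60 µM geldanamycin wells; inhibitors lower the luminescence because luciferase stays unfolded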
* hit, by the source's call; ? = inconclusive; . = no result given.

SMILES	Platelet DG rel	aSyn UTR inh	KLF5 inhibitor	AI-2 QS mod	HIF act	HSF-1 act	HDAC3 inh	HSF1 inh	IEC-6 tox	HSP90 refold inh
CSc1ccccc1-c1nnc(-c2ccc(C)cc2)o1	6	-106	-16	13	3.0	36	-6	23	4	1
Cc1cc(C)cc(N(CC(=O)NC2CCCC2)C(=O)CCC(=O)Nc2nc(C)cs2)c1	1	7	4	5	-0.2	9	5	3	4	6
O=C(/C=C/c1cccnc1)c1ccc(F)c(F)c1	1	-52	4	22	0.8	2	2	-5	8	-2
CCCOC(=O)c1[nH]c2c(c1C)C(=O)CC(c1ccc(OC)c(OC)c1)C2 (centres undefined)	4	16	1	41	-2.2	-4	.	-1	-3	-3
CN1CC(c2ccccc2)C2(SC(=S)N(Cc3ccco3)C2=O)C12C(=O)Nc1ccccc12 (centres undefined)	0	4	-10	16	-0.3	22	-6	14	6	2
CC(C)(C)n1nc2c(c1NC(=O)c1cc(Cl)ccc1[N+](=O)[O-])CS(=O)(=O)C2	10	1	-11	27	0.2	29	4	5	2	-4
O=C(Nc1ccc(S(=O)(=O)N2CCOCC2)cc1)C1CCN(S(=O)(=O)c2ccccc2)CC1	-28	8	.	-3	-0.1	3	.	1	.	.
CCCNC(=O)Cn1c(-c2ccc(F)cc2)cc(C(=O)OCC)c1C	1	-11	-6	13	-0.2	-2	6	-8	5	3
Cc1ccc(OCC(=O)N/N=C/C=C/c2ccco2)cc1	0	-33	-20	-1	3.0	-13	7	-13	-2	-2
CC(=O)NC(=S)Nc1cccc([N+](=O)[O-])c1	7	5	-7	14	0.0	-5	3	-4	2	2
Cc1ccc(C(=O)NCC(c2ccc(F)cc2)N2CCOCC2)cc1 (centres undefined)	-4	-8	0	0	.	.	3	.	2	12
Cc1ccc(C(=O)c2sc3nsc(C)c3c2N)cc1	2	-42	-151	17	1.5	61*	5	33	-2	-2
COc1cc2c(cc1OC)CN(C(=S)Nc1c(C)cccc1C)CC2	1	2	-25	11	-0.7	19	-2	-1	-6	-4
CCCn1c(NC(=O)CCS(=O)(=O)c2ccc(C)cc2)nc2ccccc21	0	7	.	17	-0.6	2	-1	-1	.	.
Cc1onc(-c2ccccc2)c1C(=O)N1CCCN(C(=O)c2c(-c3ccccc3)noc2C)CC1	5	-3	5	9	-0.1	11	6	-4	-3	0
O=C(C(=O)N1CCc2ccccc2C1)c1cn(CC(=O)N2CCOCC2)c2ccccc12	5	5	0	17	-0.6	-1	.	2	2	1
O=C(CS(=O)(=O)Cc1ccccc1)N1CCc2ccccc21	5	-59	-4	28	0.9	2	1	3	0	1
CC(=O)c1cccc(CN2CCC(C(=O)Nc3ccc(-c4cccc(C)c4)cc3)CC2)c1	-4	0	-44	8	-20	3	-4	4	-4	0
CCO/N=C(/C)c1c(O)cc(C(C)(C)C)n(-c2ccccc2)c1=O	-12	-25	11	-5	0.5	-10	6	-5	0	0
COCC(=O)N(Cc1cc2cc(C)ccc2[nH]c1=O)c1ccc(C)c(C)c1	10	-20	-11	27	0.2	14	9	0	3	2

The list goes on; the last 2 above are carried over.
SMILES	Platelet DG rel	aSyn UTR inh	KLF5 inhibitor	AI-2 QS mod	HIF act	HSF-1 act	HDAC3 inh	HSF1 inh	IEC-6 tox	HSP90 refold inh
CCO/N=C(/C)c1c(O)cc(C(C)(C)C)n(-c2ccccc2)c1=O	-12	-25	11	-5	0.5	-10	6	-5	0	0
COCC(=O)N(Cc1cc2cc(C)ccc2[nH]c1=O)c1ccc(C)c(C)c1	10	-20	-11	27	0.2	14	9	0	3	2
Cc1ccc(O)c(C(=O)CC(=O)c2ccc(Cl)cc2)c1	3	23	-108	47	2.6	29	2	22	-1	-4
CC(=O)COc1ccc2c(-c3ccccc3)cc(=O)oc2c1C	4	27	-22	4	-9.7	0	1	0	2	-2
CCn1nnc(NC(=O)c2c(OC)cccc2OC)n1	0	1	-11	5	-0.5	0	-2	0	1	0
COc1ccc(Cl)cc1C(=O)NCCCSc1ccccc1	3	16	10	11	0.1	5	1	-5	-5	-1
CCCCNC(=S)Nc1ccccc1F	-4	10	-34	-5	0.0	5	-8	7	-6	3
O=P(OC1CCCCC1)(OC1CCCCC1)C(O)c1ccc(Cl)cc1Cl (centres undefined)	-3	35	-15	12	-0.6	-3	12	5	0	1
Cc1oc2c(CN3CCCCC3C)c(O)ccc2c(=O)c1-c1ccc(Br)cc1 (centres undefined)	-3	-4	-6	-1	-1.4	-12	-41	-10	0	0
CSCCC(NC(=O)c1ccccc1Cl)C(=O)NNC(=O)c1ccncc1 (centres undefined)	-5	-5	.	10	0.6	-39	1	-29	.	.
Cc1cc(C)n2nc(SCc3ccccc3C(=O)O)nc2n1	-3	-6	-20	18	1.5	-1	0	-4	-9	2
CCCCC(=O)N(CCOC)c1nnc(-c2ccc(OC)cc2)s1	-5	-29	-14	-4	-1.4	-29	-5	-15	0	2
O=C(CN1C(=O)NC2(CCCc3ccccc32)C1=O)NCc1ccc(Cl)cc1Cl (centres undefined)	5	16	5	-8	-0.9	6	1	5	6	-4
CCOc1ccc(OCC)c(NC(=O)CSCC(=O)O)c1	5	22	-12	11	-0.2	-3	3	-8	-5	0
O=P(c1ccccc1)(c1ccccc1)C(c1ccccn1)P(=O)(c1ccccc1)c1ccccc1	8	11	-6	6	-1.3	0	-2	2	1	-8
COC(=O)c1cnn2c(C(F)(F)F)cc(-c3ccccc3)nc12	-8	-1	-11	12	-0.1	4	-4	-9	-4	-6
COCCCN1CC(=O)N2C(c3cccc(OC)c3)c3[nH]c4ccccc4c3C[C@H]2C1=O (some centres undefined)	-5	9	-19	8	-0.2	-52	2	-32	0	0
Cc1ccc(-c2cc(C(=O)NCc3ccc4c(c3)OCO4)no2)cc1	6	11	-7	4	0.2	-27	-5	-13	2	2
COCCN(C(=O)Cc1cccs1)C(C(=O)NCc1ccc(OC)cc1)c1ccc(C(C)C)cc1 (centres undefined)	-1	25	15	23	-0.5	4	11	0	2	11
CCn1c(SCC(=O)N2CCCC2)nc2c1c(=O)n(C)c(=O)n2C	10	24	-16	8	0.1	-6	4	-2	4	3
COc1ccc(-c2nc(CS(=O)(=O)CC(=O)NCc3ccccc3OC)c(C)o2)cc1	0	-1	-23	15	0.0	-10	-2	-5	0	-3
C=CCC1NS(=O)(=O)OC(CCc2ccccc2)C1O (centres undefined)	-2	-6	-12	16	-0.1	2	-2	-4	-7	1
COc1cc(OC)c(N(C)S(=O)(=O)c2cccc(C(=O)OCc3c(C)noc3C)c2)cc1Cl	-4	17	5	11	-0.8	16	-7	16	-2	1
Cc1ccccc1C(=O)Nc1cccc(C(=O)N/N=C/c2ccccn2)c1	4	3	-45	6	0.7	15	0	6	0	-1
COC(=O)/C=C1\SC(=Nc2ccc(Cl)c(Cl)c2)NC1=O	0	-13	-32	10	0.2	10	-4	4	16	0
O=C1CN(C(=O)COC(=O)C2=COCCO2)c2ccccc2N1	-3	-13	-9	4	0.2	11	-5	0	2	1
O=C1[C@H]2[C@@H](c3ccc(F)cc3)N3C(=O)N(c4ccc(Br)cc4)C(=O)[C@@]3(Cc3ccccc3)[C@H]2C(=O)N1C1CCCCC1	2	-2	-2	30	1.6	-8	?	-5	6	-2
COc1ccccc1N(CC(=O)NC1CCCC1)C(=O)c1oc(C(C)(C)C)cc1C	7	9	-16	-4	-1.0	3	13	1	3	0
CCOC(=O)c1c(SCc2ccccc2)n[nH]c1N	-1	13	10	12	-15	0	1	0	2	-3
Cc1cccc(N(O)C(=O)Nc2cccc(Cl)c2)c1	-4	-109	-66	-27	2.3	29	-8	2	3	26*
CCn1c(SCC(=O)N/N=C/c2c[nH]c3ccccc23)nnc1-c1ccc(C(C)(C)C)cc1	1	-1	-15	13	-0.1	-9	7	5	-4	-4
COc1ccc(CCNC(=O)C(=O)c2cn(CC(=O)N3CCOCC3)c3ccccc23)cc1	17	-21	-3	1	0.3	20	-1	-2	11	5
COc1ccc(-c2c(C(F)(F)F)oc3c(CN4CCN(C)CC4)c(O)ccc3c2=O)cc1	-1	-6	-30	8	-0.1	-1	1	-11	0	0
O=C(NC1CCS(=O)(=O)C1)c1ccc(S(=O)(=O)NCC2CCCO2)cc1 (centres undefined)	5	-6	6	2	-0.2	-9	-3	-9	2	5
O=C1CCCN1CCNC(=S)Nc1ccccc1	-9	11	-45	28	-0.5	2	-2	-3	-8	12
CN1C2C=C(N(CCc3ccccc3)C(=O)c3ccc(Cl)cc3)CC1CC2 (centres undefined)	-3	9	-12	-6	0.1	26	5	13	4	3
CC(=O)Nc1ccc(S(=O)(=O)n2nc(C)cc2C)cc1	7	2	6	2	1.1	3	1	-1	3	0
Cc1ccc([C@@H]2[C@@H]3C(=O)N(C)C(=O)[C@@H]3[C@]3(C)C(=O)N(Cc4ccc(-c5ccccc5)cc4)CC(=O)N23)o1	-3	-8	-20	13	0.1	-9	0	1	-3	-7
O=C(OCn1ncc(Br)c(Br)c1=O)c1c(F)cccc1F	-3	?	-39	-40	-3.4	-96	-4	-95*	11	3
CCNC(=O)CN1C(=O)NC2(CCOc3ccccc32)C1=O (centres undefined)	20	34	-17	17	-0.4	2	3	-6	-4	2
COc1ccccc1OC(=O)Cc1cccc2ccccc12	-9	-1	-5	14	0.0	1	-1	2	4	-2
Cc1ccc2c(c1)sc[n+]2Cc1ccccc1	-10	-256	-31	-3	3.8	7	-1	-6	2	0
CCN(CC(=O)Nc1ccc(NC(C)=O)cc1)C(=O)/C=C/c1ccc2c(c1)OCO2	-3	12	.	7	-0.1	4	-2	1	.	.
COc1cccc(NC(=O)CN(C)C(C)C(=O)Nc2ccc(S(=O)(=O)N3CCCC3)cc2)c1 (centres undefined)	-12	-22	-28	-14	-0.1	0	4	-8	-4	-1
OCc1cccc[n+]1Cc1ccccc1	-6	-13	.	-4	-1.2	7	0	-8	.	.
O=C(CSC1CCCCC1)Nc1ccccc1Br	7	-44	-16	3	0.7	13	-4	2	0	3
Cc1ccc(Cn2ccc(=O)c(OCc3c(Cl)cccc3Cl)c2C)cc1	5	10	-19	11	-0.3	-7	9	-2	4	2
COCCNC(=O)CSc1nc2cc(OC)c(OC)cc2c(=O)n1CCc1ccc(S(N)(=O)=O)cc1	0	18	16	17	0.0	-5	0	-6	4	6
CC12CCC(C(=O)Nc3ncc([N+](=O)[O-])s3)(OC1=O)C2(C)C (centres undefined)	-18	-3	-3	5	-0.3	6	4	3	-7	-2
O=S(=O)(c1ccc(N2CCN(CCO)CC2)nc1)N1CCOCC1	-15	-1	.	-14	-0.6	4	0	-10	.	.
S=C(Nc1ccccc1)Nc1nc2ccccc2n1CCOc1ccc(Cl)cc1	-39	-19	-13	-3	-0.1	-11	7	-12	6	2

Screening data: PubChem, several laboratories
